Screens deposited in PubChem BioAssay by several laboratories.
GPR35 antagonists: GPR35 antagonists blocking zaprinast-driven arrestin recruitment, primary screen, imaging, U2OS, beta-arrestin-GFP, zaprinast agonist (AID 2058). U2OS GPR35 beta-arrestin-GFP translocation imaging, zaprinast antagonism; higher % means a stronger effect. inhibition, % at 10 µM, or IC50 in µM where a hit was titrated. G-protein coupled receptor 35 (Homo sapiens). hit rate 0.052% among 290,000;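 active = inhibition of at least 50% with at least 30 cells and total cytoplasm GFP at most 10,000,000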
NOD1 inhibition: NOD1 signaling inhibitors, primary screen, cell-based, luminescence, uHTS (AID 1578); NOD1-driven NF-kB luciferase reporter cells, luminescence; higher % means a stronger effect; inhibition, % at 4 µM; hits with a dose series show EC50 in µM; hit rate 1% among 290,000; in the data active = inhibition mostly above about 36%, no sharp cut-off; inactive = mostly below about 34%;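 also: HEK-293T reporter cells stimulated with the NOD1 agonist gamma-tri-DAP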
KOR beta-arrestin-1: KOR agonists, beta-arrestin recruitment, primary screen, cell-based, luminescence, uHTS (AID 1777); Kappa-type opioid receptor (Homo sapiens); KOR beta-arrestin recruitment, luminescence; higher % means a stronger effect; activation, % at 10 µM, or EC50 in µM where a hit was titrated; hit rate 0.02% among 280,000; in the data active = activation above about 50%, passing the limit was not always enough; also: a part of the inactive calls stands beside numbers as strong as those of hits
MgcRacGAP inhibition: MgcRacGAP GTPase-activating activity inhibitors, confirmation, biochemical, ADP Hunter fluorescence | hit rate 0.6% among 340,000 | MgcRacGAP-stimulated Rac1 GTP hydrolysis, ADP Hunter fluorescence; higher % means a stronger effect; GST-tagged Rac1 F28L mutant substrate | Rac GTPase-activating protein 1 (Homo sapiens) | inhibition, % at 30 µM, or IC50 in µM where a hit was titrated;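 active = first-screen hits whose inhibition reached a set limit at any dose in the follow-up dose series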;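 also: fluorescence reports GDP produced by GAP-driven GTP hydrolysis; strong numbers were not always called active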
GPR55 activation: GPR55 agonists via beta-arrestin recruitment, primary screen, imaging, U2OS cells, beta-arrestin-GFP redistribution (AID 1961). U2OS GPR55 beta-arrestin-GFP redistribution imaging; higher % means a stronger effect. activation, % at 10 µM; hits with a dose series show EC50 in µM. hit rate 0.048% among 290,000;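 active = activation above 40% with more than 50 cells counted in the well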;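 also: U2OS osteosarcoma cells stably expressing GPR55 and beta-arrestin-GFP; plate controls were DMSO negative control for no effect and LPI positive control for full effect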
K1F lysis inhibition: inhibition of K1F phage lysis, E. coli UTI89, bacterial capsule biogenesis inhibitors, alamar blue (AID 488966); E. coli UTI89 K1F phage lysis, alamar blue, 2 h; higher % means a stronger effect; inhibition, % at 100 µM, or IC50 in µM where a hit was titrated; hit rate 0.02% among 340,000;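 active = phage lysis inhibition, versus mean bacterial control, above a set limit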;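 also: capsule biogenesis inhibitors block K1F phage lysis so surviving cells raise fluorescence; higher fluorescence means more inhibition of phage lysis; actives were called in the ten point dose series up to 300 µM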
KOR beta-arrestin-2: KOR antagonists, beta-arrestin recruitment, cell-based, luminescence, uHTS (AID 1778); one-dose inhibition, % at 10 µM; IC50 in µM for titrated hits; hit rate 0.091% among 290,000; KOR beta-arrestin recruitment, luminescence, antagonist mode; higher % means a stronger effect; in the data active = inhibition above about 50%; also: strong numbers were not always called active
GPR55 antagonists: GPR55 antagonists blocking LPI-driven arrestin recruitment, primary screen, imaging, U2OS, beta-arrestin-GFP, LPI agonist (AID 2013). U2OS GPR55 beta-arrestin-GFP translocation imaging, LPI antagonism; higher % means a stronger effect. inhibition, % at 10 µM; hits with a dose series show IC50 in µM. hit rate 0.13% among 290,000;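 active = spots per cell inhibited over 60%, with over 100 cells counted and total cytoplasm intensity under 500,000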;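 also: U2OS cells stably carrying GPR55 and arrestin-GFP stimulated by 5 µM LPI near EC80; imaged beta-arrestin-GFP aggregate spots per cell after agonist stimulation; plate controls were LPI-stimulated DMSO wells for no effect and DMSO wells without LPI for full effect; some results filed as inactive read as strong as hits; confirmed hits need IC50 under 10 µM and bright autofluorescent wells are also inconclusive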
NTR1 ag: agonists of NTR1, primary screen, imaging, U2OS cells, beta-arrestin-GFP, high content (AID 493036) | activation, % at 20 µM | hit rate 0.17% among 330,000 | NTR1-U2OS beta-arrestin-GFP spot imaging, agonist mode;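 active = activation at or above 40% of the spot to cytoplasm intensity ratio, with at least 20 cells analyzed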;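 also: 0% = DMSO without peptide and 100% = 100 nM NTR1 peptide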
Target sequence (P30989 whole entry, looked up): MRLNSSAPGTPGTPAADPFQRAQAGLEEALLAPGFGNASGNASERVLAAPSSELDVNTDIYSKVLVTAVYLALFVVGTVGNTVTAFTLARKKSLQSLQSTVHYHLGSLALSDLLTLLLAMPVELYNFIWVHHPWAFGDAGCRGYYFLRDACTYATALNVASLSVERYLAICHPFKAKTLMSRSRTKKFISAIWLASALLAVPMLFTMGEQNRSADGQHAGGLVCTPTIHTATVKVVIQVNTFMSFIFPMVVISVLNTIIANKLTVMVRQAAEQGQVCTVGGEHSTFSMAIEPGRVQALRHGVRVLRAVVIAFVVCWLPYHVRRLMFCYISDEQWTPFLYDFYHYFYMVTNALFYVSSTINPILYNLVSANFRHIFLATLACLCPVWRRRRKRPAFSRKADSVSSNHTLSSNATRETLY
NTR1 ag cell count 20 µM: further read-out of NTR1 ag, marked with its call; cell count; measured here: cell count, cytotoxicity flag
An asterisk follows results filed as active; & = joins results of further samples; [ ] = another dose, or the depositor's remark. An excerpt; the hit share may differ from the screen's.

Results for COC(=O)c1cc(NC(=O)CN(C)Cc2ccccc2)cc(C(=O)OC)c1 ?
GPR35 antagonists: 3.6%; NOD1 inhibition: -15.7%; KOR beta-arrestin-1: 1.4%; MgcRacGAP inhibition: 9.2%; GPR55 activation: 0.5%; K1F lysis inhibition: -0.1%; KOR beta-arrestin-2: -6.0%; GPR55 antagonists: 11.8%; NTR1 ag: -0.7; NTR1 ag cell count 20 µM: 58

Results for Cc1cc(C(=O)N/N=C/c2cccc([N+](=O)[O-])c2)c(C)n1-c1ccccc1 ?
GPR35 antagonists: -5.4%; NOD1 inhibition: -41.9%; KOR beta-arrestin-1: 5.8%; MgcRacGAP inhibition: 7.7%; GPR55 activation: -0.1%; K1F lysis inhibition: 5.5%; KOR beta-arrestin-2: 19.0%; GPR55 antagonists: 13.0%; NTR1 ag: 2.1; NTR1 ag cell count 20 µM: 48

What do the screens show for `COc1ccc(N2CCN(CCNC(=O)CCN3C(=O)COc4ccccc43)CC2)cc1`?
GPR35 antagonists: 3.3%; NOD1 inhibition: -13.9%; KOR beta-arrestin-1: 0.6%; MgcRacGAP inhibition: 17.6%; GPR55 activation: -0.4%; K1F lysis inhibition: 0.0%; KOR beta-arrestin-2: 9.9%; GPR55 antagonists: -5.1%; NTR1 ag: 0.2; NTR1 ag cell count 20 µM: 53

What do the screens show for `O=C(CNC(=O)C1CCCCC1)NNC(=O)c1ccccc1Br`?
GPR35 antagonists: 5.6%; NOD1 inhibition: -28.6%; KOR beta-arrestin-1: -0.1%; MgcRacGAP inhibition: 4.4%; GPR55 activation: -0.1%; K1F lysis inhibition: -0.6%[50 µM]; KOR beta-arrestin-2: 0.3%; GPR55 antagonists: 16.7%; NTR1 ag: 0.7; NTR1 ag cell count 20 µM: 102

Results for CN=C1CC(C)(C)CC(=O)/C1=C(/O)CCC(=O)NC ?
GPR35 antagonists: -7.6%; NOD1 inhibition: 5.7%; KOR beta-arrestin-1: -1.3%; MgcRacGAP inhibition: 14.6%; GPR55 activation: -0.2%; K1F lysis inhibition: 2.1%; KOR beta-arrestin-2: -20.1%; GPR55 antagonists: 11.2%; NTR1 ag: -2.8; NTR1 ag cell count 20 µM: 67

How did CCCCCC(C)NC(=O)CN1C(=O)NC(C)(c2ccc3ccccc3c2)C1=O (stereo not given) do in these assays?
GPR35 antagonists: -4.2%; NOD1 inhibition: -66.3%; KOR beta-arrestin-1: -0.9%; MgcRacGAP inhibition: 7.9%; GPR55 activation: 0.0%; K1F lysis inhibition: -0.1%; KOR beta-arrestin-2: 15.6%; GPR55 antagonists: 3.2%; NTR1 ag: -0.2; NTR1 ag cell count 20 µM: 60

How did O=c1c2ccccc2nc(/C=C/c2c[nH]c3ccccc23)n1-c1ccc([N+](=O)[O-])cc1 do in these assays?
GPR35 antagonists: 11.5%; NOD1 inhibition: -28.8%; KOR beta-arrestin-1: 1.2%; MgcRacGAP inhibition: 2.7%; GPR55 activation: 0.1%; K1F lysis inhibition: 4.3%; KOR beta-arrestin-2: 20.2%; GPR55 antagonists: -4.0%; NTR1 ag: 10.1; NTR1 ag cell count 20 µM: 52

Results for COC(=O)c1cc(NS(=O)(=O)c2ccc(N3CCOCC3)c(N)c2)cc(C(=O)OC)c1 ?
GPR35 antagonists: -2.9%; NOD1 inhibition: -3.0%; KOR beta-arrestin-1: -1.1%; MgcRacGAP inhibition: -1.3%; GPR55 activation: 1.8%; K1F lysis inhibition: -0.8%; KOR beta-arrestin-2: -39.0%; GPR55 antagonists: 8.4%; NTR1 ag: -0.7; NTR1 ag cell count 20 µM: 55

Results for COc1ccc(CN(CC(=O)NCc2ccco2)C(=O)CNS(=O)(=O)c2ccc(C)cc2)cc1 ?
GPR35 antagonists: 2.3%; NOD1 inhibition: -26.1%; KOR beta-arrestin-1: -5.9%; MgcRacGAP inhibition: -1.3%; GPR55 activation: 1.0%; K1F lysis inhibition: -0.3%; KOR beta-arrestin-2: 5.2%; GPR55 antagonists: 1.0%; NTR1 ag: -1.7; NTR1 ag cell count 20 µM: 62

What do the screens show for `Cc1[nH]nc(N=CC2=C(O)CC(C)(C)CC2=O)c1-c1ccccc1`?
GPR35 antagonists: 14.6%; NOD1 inhibition: -32.2%; KOR beta-arrestin-1: -4.7%; MgcRacGAP inhibition: 4.3%&3.5%; GPR55 activation: -0.1%; K1F lysis inhibition: 0.8%&0.1%; KOR beta-arrestin-2: 22.5%; GPR55 antagonists: 3.9%; NTR1 ag: 1.6; NTR1 ag cell count 20 µM: 78

What do the screens show for `CCOc1ccc(/C=C/C(=O)Nc2ccc(C(N)=O)cc2)cc1OC`?
GPR35 antagonists: 2.8%; NOD1 inhibition: 35.8%; KOR beta-arrestin-1: 3.9%; MgcRacGAP inhibition: 4.6%; GPR55 activation: -0.3%; K1F lysis inhibition: 1.3%[50 µM]; KOR beta-arrestin-2: -61.9%; GPR55 antagonists: -1.4%; NTR1 ag: 1.7; NTR1 ag cell count 20 µM: 40

What do the screens show for `CC1CCN(S(=O)(=O)c2ccc3c(c2)CCN3C(=O)CCC(=O)O)CC1`?
GPR35 antagonists: 4.8%; NOD1 inhibition: -0.5%; KOR beta-arrestin-1: -1.4%; MgcRacGAP inhibition: 6.7%; GPR55 activation: -0.1%; K1F lysis inhibition: -1.0%; KOR beta-arrestin-2: 2.9%; GPR55 antagonists: 2.8%; NTR1 ag: 0.0; NTR1 ag cell count 20 µM: 44

How did CCOC(=O)N1CCN(C(=O)CS(=O)(=O)Cc2nc(-c3cccc(OC)c3)oc2C)CC1 do in these assays?
GPR35 antagonists: 6.8%; NOD1 inhibition: 27.0%; KOR beta-arrestin-1: 6.7%; MgcRacGAP inhibition: -1.4%; GPR55 activation: -0.2%; K1F lysis inhibition: 0.1%; KOR beta-arrestin-2: -33.6%; GPR55 antagonists: 0.4%; NTR1 ag: -0.7; NTR1 ag cell count 20 µM: 39

What do the screens show for `COc1ccc(C(=O)N2CCN(c3ccc(NC(=O)c4ccco4)cc3)CC2)cc1`?
GPR35 antagonists: -11.4%; NOD1 inhibition: -15.8%; KOR beta-arrestin-1: 0.6%; MgcRacGAP inhibition: 9.8%; GPR55 activation: -0.1%; K1F lysis inhibition: 0.1%; KOR beta-arrestin-2: 11.1%; GPR55 antagonists: 19.0%; NTR1 ag: 0.2; NTR1 ag cell count 20 µM: 46

Results for NC(=O)c1cc(S(=O)(=O)N2CCOCC2)ccc1N1CCCC1 ?
GPR35 antagonists: 0.4%; NOD1 inhibition: -17.5%; KOR beta-arrestin-1: 3.7%; MgcRacGAP inhibition: 3.5%; GPR55 activation: -0.1%; K1F lysis inhibition: 1.2%[50 µM]; KOR beta-arrestin-2: 2.6%; GPR55 antagonists: 100.5%; NTR1 ag: -0.3; NTR1 ag cell count 20 µM: 64

What do the screens show for `COc1cccc(C(O)c2cnc(C(C)C)n2C)c1` (stereo not given)?
GPR35 antagonists: -3.1%; NOD1 inhibition: -6.2%; KOR beta-arrestin-1: -1.8%; MgcRacGAP inhibition: 3.8%; GPR55 activation: -0.1%; K1F lysis inhibition: 0.2%; KOR beta-arrestin-2: 36.2%; GPR55 antagonists: 9.2%; NTR1 ag: -0.9; NTR1 ag cell count 20 µM: 46

What do the screens show for `COc1ccccc1N1CCN(C(=O)CCn2c(=O)[nH]c3ccsc3c2=O)CC1`?
GPR35 antagonists: 4.8%; NOD1 inhibition: -30.4%; KOR beta-arrestin-1: 0.6%; MgcRacGAP inhibition: 8.8%; GPR55 activation: -0.1%; K1F lysis inhibition: 0.8%; KOR beta-arrestin-2: -8.0%; GPR55 antagonists: 10.3%; NTR1 ag: 1.4; NTR1 ag cell count 20 µM: 84

What do the screens show for `CC(=O)c1ccc(NC(=O)C2(c3ccccc3)CCOCC2)cc1`?
GPR35 antagonists: -12.3%; NOD1 inhibition: -21.9%; KOR beta-arrestin-1: 4.0%; MgcRacGAP inhibition: 4.3%; GPR55 activation: -0.1%; K1F lysis inhibition: 2.5%; KOR beta-arrestin-2: -13.4%; GPR55 antagonists: -1.8%; NTR1 ag: -0.6; NTR1 ag cell count 20 µM: 93

How did CCOc1ccccc1C1C(C(=O)Nc2ccc(OC)cc2)=C(C)Nc2nc(CCCO)nn21 (stereo not given) do in these assays?
GPR35 antagonists: 0.9%; NOD1 inhibition: 7.5%; KOR beta-arrestin-1: -1.2%; MgcRacGAP inhibition: -4.8%; GPR55 activation: 0.4%; K1F lysis inhibition: 0.8%; KOR beta-arrestin-2: -18.3%; GPR55 antagonists: -1.5%; NTR1 ag: 0.9; NTR1 ag cell count 20 µM: 48

What do the screens show for `CC1CC(C)CN(C(=O)c2ccc(C#N)cc2)C1` (stereo not given)?
GPR35 antagonists: 9.6%; NOD1 inhibition: 6.4%; KOR beta-arrestin-1: -6.0%; MgcRacGAP inhibition: 4.7%; GPR55 activation: -0.2%; K1F lysis inhibition: 0.4%; KOR beta-arrestin-2: 8.9%; GPR55 antagonists: 10.0%; NTR1 ag: 0.7; NTR1 ag cell count 20 µM: 60

Results for NS(=O)(=O)c1ccc(CCNC(=O)c2cc(-c3cccs3)nc3ccccc23)cc1 ?
GPR35 antagonists: -1.1%; NOD1 inhibition: -28.8%; KOR beta-arrestin-1: 1.3%; MgcRacGAP inhibition: 7.3%; GPR55 activation: 0.1%; K1F lysis inhibition: 0.5%; KOR beta-arrestin-2: -5.0%; GPR55 antagonists: 6.6%; NTR1 ag: -1.6; NTR1 ag cell count 20 µM: 91

What do the screens show for `Cc1ccc(C(C)C)c(OCC(=O)N/N=C2\CC(=O)CC(C)(C)C2)c1`?
GPR35 antagonists: -5.0%; NOD1 inhibition: -37.7%; KOR beta-arrestin-1: -0.8%; MgcRacGAP inhibition: 12.3%; GPR55 activation: 0.0%; K1F lysis inhibition: 0.0%; KOR beta-arrestin-2: -36.2%; GPR55 antagonists: 14.0%; NTR1 ag: -1.3; NTR1 ag cell count 20 µM: 52
